Bioassay records as filed in PubChem.
FBW7 act – activators of human E3 ligase FBW7; AlphaScreen FBW7–phospho-cyclin E peptide binding, activator screen; normalized activity (activation), % at 26.1 µM; hit rate 0.13% among 650,000; in the data active = normalized activity above about 1.9%;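 note: purified mutant Fbw7 with reduced substrate affinity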
Target sequence (Q969H0 whole entry, looked up): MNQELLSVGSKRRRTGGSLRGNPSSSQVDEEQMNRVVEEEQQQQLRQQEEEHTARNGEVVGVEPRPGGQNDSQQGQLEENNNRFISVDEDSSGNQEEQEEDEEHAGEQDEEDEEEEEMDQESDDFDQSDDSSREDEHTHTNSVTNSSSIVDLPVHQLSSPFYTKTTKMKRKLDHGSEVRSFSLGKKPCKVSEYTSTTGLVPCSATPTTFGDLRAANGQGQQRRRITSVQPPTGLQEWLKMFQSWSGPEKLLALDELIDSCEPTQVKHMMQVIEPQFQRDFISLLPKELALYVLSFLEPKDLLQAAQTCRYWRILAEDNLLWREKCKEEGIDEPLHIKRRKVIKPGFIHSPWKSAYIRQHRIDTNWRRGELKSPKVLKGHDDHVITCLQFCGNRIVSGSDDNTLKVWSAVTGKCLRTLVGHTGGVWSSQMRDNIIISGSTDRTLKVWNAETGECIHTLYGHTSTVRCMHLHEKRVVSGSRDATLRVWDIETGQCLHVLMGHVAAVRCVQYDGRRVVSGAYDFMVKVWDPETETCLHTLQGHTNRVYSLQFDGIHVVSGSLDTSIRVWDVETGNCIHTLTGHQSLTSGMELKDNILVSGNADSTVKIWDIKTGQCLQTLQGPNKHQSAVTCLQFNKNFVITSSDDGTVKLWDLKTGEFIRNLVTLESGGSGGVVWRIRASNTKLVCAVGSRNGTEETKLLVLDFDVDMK
TEAD-YAP inh – TEAD-YAP interaction inhibition; HEK-TIYL cells, TEAD-Gal4/YAP UAS-luciferase luminescence; inhibition, % at 9.12 µM; hit rate 1.4% among 640,000; in the data active = inhibition above about 32%;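 note: 0% = median of test compound wells and 100% = reference inhibitor wells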
MITF primary – inhibitors of human MITF | inhibition, % at 2.6 µM | AID 1259374 | hit rate 0.91% among 650,000 | AlphaScreen MITF homodimerization, bead proximity signal | O75030; in the data active = inhibition above about 50%;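 note: 0% = vehicle wells with protein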
GPR151 ag – human GPR151 activation. Q8TDV0. PathHunter beta-arrestin GPR151 cells, luminescence. activation, % at 11.2 µM. hit rate 1% among 650,000. AID 1508602; in the data active = activation above about 4.9%;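 note: 0% = median of compound wells and 100% = cells with positive control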
The depositor's hits bear a star.

SMILES	FBW7 act	TEAD-YAP inh	MITF primary	GPR151 ag
CC(C)n1cnc2c(NCc3cccnc3)nc(N3CCCC3CO)nc21 (stereo not given)	-0.1	33*	-3	-1.1
COCCOC(=O)c1c(C)oc2ccc(OCc3ccccc3)cc12	0.1	7	-2	-0.8
CN(C)P(=O)(Nc1ccc(Cl)cc1)Nc1ccc(Cl)cc1	0.2	11	5	-0.2
CCc1cccc(CC)c1NC(=O)C(Sc1ccccc1)c1ccccc1 (stereo not given)	0.0	-3	-7	-0.9
O=C(COc1ccccc1Br)Nc1ncn[nH]1	-0.4	0	-14	-4.8
CCCNC(=O)C(=O)N/N=C/c1cccs1	0.0	-21	-13	-1.3
CCN(CC)S(=O)(=O)c1csc(C(=O)OCC(=O)c2ccccc2)c1	0.2	2	-7	-0.3
O=C(Nc1ccccc1C(=O)O)c1cc([N+](=O)[O-])cc([N+](=O)[O-])c1	0.0	-4	-10	-1.4
Cc1cc(C)c2nc(NS(=O)(=O)c3cccc(C(=O)O)c3)sc2c1	0.0	-14	5	1.1
Cc1ccc(S(=O)(=O)CCC(=O)NCc2ccco2)cc1	0.0	12	2	-0.2
CCC1CN(CC(=O)NC(c2ccccn2)C(F)(F)F)Cc2cc(OC)ccc2O1 (stereo not given)	0.1	8	-2	1.2
COc1cc2nc(Nc3nccc4ccccc34)nc(NCCCN3CCCC3=O)c2cc1OC	0.0	-4	3	5.6*
Fc1ccc(CSc2nc3ccccc3c3nc(-c4ccccc4)nn23)cc1	0.0	-9	-2	-2.1
CC12CCC(C(=O)Nc3nc4ccc(Br)cc4s3)(CC1=O)C2(C)C (stereo not given)	0.1	-1	-4	1.0
Cc1ccc(CC2CC(=O)N(c3cc(C)on3)C2=O)cc1 (stereo not given)	0.0	-4	1	0.6
CC1CCCC(C)N1C(=O)CSc1nnc(Cc2cccc3ccccc23)n1N (stereo not given)	-0.1	4	-15	0.7
COC(=O)c1cc(NC(=O)C2CC2)cc(C(=O)OC)c1	0.0	12	9	-0.1
Cn1c(SCc2nn[nH]n2)nc2c1c(=O)n(Cc1ccccc1Cl)c(=O)n2C	0.1	-5	15	0.9
CCOC(=O)C1=C(C)N=c2s/c(=C\c3ccc(-c4ccccc4[N+](=O)[O-])o3)c(=O)n2C1c1ccc(Cl)cc1 (stereo not given)	0.0	-8	-1	-1.7
CCOc1cccc(-c2cc(C(=O)N/N=C/c3ccccc3O)[nH]n2)c1	-0.1	-3	2	-1.2
CC1CCC(N2C(=O)C3C(C(=O)Nc4ccc(F)cc4)C4(C)C=CC3(O4)C2C(=O)NC2CCCCC2)CC1 (stereo not given)	0.7	9	8	-0.3
CN1CCc2c(sc3c2C(=O)NC(c2ccccc2)N3)C1 (stereo not given)	0.1	-2	11	-0.6
CC(=O)N1NC(=S)N(C(C)=O)C1c1ccc(Cl)cc1Cl (stereo not given)	0.5	4	9	-1.1
CCOc1ccc(Nc2nc(NCc3cccnc3)nc(OC)n2)cc1	-0.1	2	6	0.2
Cc1cc(NC(=O)CSc2nc3ccccc3c(=O)n2CCCN2CCC(C)CC2)n[nH]1	0.0	85*	0	-0.6
CS(=O)(=O)N(CC(=O)N1CCCCCC1)c1ccccc1Cl	-0.1	-6	1	0.2
CCOc1cc(/C=N\NC(=O)OC(C)(C)C)ccc1OC(=O)c1ccco1	0.1	3	3	-1.3
CC(=O)n1cc(/C=N/NC(=O)c2cccc(O)c2)c2ccccc21	0.5	-10	16	-1.4
CN(Cc1ccccc1)c1nc2ccccn2c(=O)c1/C=N/NC(=O)c1ccccc1O	0.0	-38	15	-0.5
Fc1ccc(Nc2nc(N3CCOCC3)nc3[nH]ncc23)cc1	0.1	-6	-5	-0.5
COc1ccc(CN[C@H]2C[C@H]3C(=O)N[C@@H](Cc4ccccc4)C(=O)N3C2)cc1	-0.2	-8	0	0.9
O=C(O)C1CCCCC1C(=O)CCCCOC(=O)C1CCCCC1C(=O)O (stereo not given)	0.2	-5	-6	-0.1
C=CCOC(=O)/C(=C\c1ccc(O)cc1)NC(=O)c1ccccc1	0.5	-28	3	0.2
O=C(NCc1ccc2c(c1)OCO2)c1ccc(N2CCC(NC3CC3)CC2)cc1	0.8	0	-3	-0.9
Cn1/c(=N/N=C/c2ccccc2[N+](=O)[O-])sc2ccccc21	0.0	-69	19	-0.3
O=C(CN1c2cccc3cccc(c23)S1(=O)=O)NCc1ccccc1Cl	0.2	-6	3	2.9
CCOC(=O)C1=C(C)N=c2s/c(=C/c3ccccc3F)c(=O)n2C1c1ccc(Cl)cc1 (stereo not given)	0.1	7	7	2.3
CCn1c(N2CCC(C(=O)NCCCO)CC2)nc2ccccc21	0.3	-3	17	-0.2
O=C(/C=C/Nc1ccc(Br)cc1F)c1ccccc1	0.1	84*	-3	-2.1
CCOC(=O)Cn1nnnc1CN(CCCO)Cc1cc2cc(C)ccc2[nH]c1=O	-0.1	-10	-7	0.5
Brc1ccc(-c2nnc3ccc4ccccc4n23)cc1	0.2	-8	5	-1.8
O=C(NCc1ccc(F)cc1)c1ccc(CN2CC(=O)N3CSCC3C2=O)cc1 (stereo not given)	0.2	5	5	-0.1
Oc1oc(-c2ccccc2)nc1C=Nc1cccnc1	-0.1	-6	-1	-0.1
CCC(C)NC(=O)c1cc2nc(-c3ccc(Cl)c(Cl)c3)cc(C(F)(F)F)n2n1 (stereo not given)	-0.1	2	-4	0.7
Cc1cc(C)c2[nH]c(=O)c(CN(CC3COCCO3)C(=O)Nc3ccccc3)cc2c1 (stereo not given)	-0.1	-9	-3	2.4
Cc1ccc(C(=O)N/N=C\c2ccc(F)cc2)cn1	-0.2	0	17	1.9
Cc1ccc(NC(=O)c2ccc(F)c(S(=O)(=O)N3CC(C)CC(C)C3)c2)cc1F (stereo not given)	0.5	-7	10	-0.1
Nc1nc(NCCOc2ccccc2)cc(NCCN2CCOCC2)n1	-0.2	-21	6	-0.6
CCc1ccc(N(CC(=O)Nc2ccccc2Cl)S(C)(=O)=O)cc1	0.0	-28	-11	-0.6
COc1ccc(C(=S)N2CCN(S(=O)(=O)c3ccccc3)CC2)cc1	-0.3	0	4	-1.1

(list continues)
SMILES	FBW7 act	TEAD-YAP inh	MITF primary	GPR151 ag
CC(=O)Nc1sc2c(c1C(=O)Nc1cccc(C)c1)CCCCC2	-0.1	-6	3	-0.5
COC(=O)C1CC(=O)N(c2ccc(Cl)cc2)C1 (stereo not given)	0.1	4	16	2.2
N#Cc1c2n(c(=O)n(-c3ccccc3)c1=N)CCC2	-0.4	-2	1	0.4
Cn1cc(-c2nc(Nc3ccc(-n4cnc(N5CCC(O)CC5)n4)cc3)ncc2Br)cn1	-0.1	85*	3	0.4
COc1ccc(CN2C(=O)C3C(C(=O)Nc4ccc(F)cc4)C4(C)C=CC3(O4)C2C(=O)NC2CCCCC2)cc1 (stereo not given)	-0.1	4	5	0.3
CC(C)CN1C(=O)C(=O)N(CC(=O)c2ccc3c(c2)OCCO3)C1=O	0.3	-18	13	-0.2
COCCCNC(=O)c1ccccc1N(Cc1ccccc1)S(=O)(=O)c1ccccc1	-0.1	10	9	-0.1
Cc1c(Cl)cccc1N(CC(=O)N1CCOCC1)S(=O)(=O)c1ccccc1	-0.1	-16	-6	1.3
Cn1ncc(C#N)c1NC(=O)c1cc2nc(-c3ccccc3)cc(-c3ccccc3)n2n1	-0.2	13	1	0.5
O=C(Cc1ccccc1)Nc1ccnn1C1CCN(CC2CCCCC2)CC1	0.2	2	-9	2.1

Limited to TEAD-YAP inh, MITF primary and FBW7 act (6 entries from above):
SMILES | TEAD-YAP inh | MITF primary | FBW7 act
CCC(C)NC(=O)c1cc2nc(-c3ccc(Cl)c(Cl)c3)cc(C(F)(F)F)n2n1 (stereo not given) | 2 | -4 | -0.1
CCC1CN(CC(=O)NC(c2ccccn2)C(F)(F)F)Cc2cc(OC)ccc2O1 (stereo not given) | 8 | -2 | 0.1
COCCCNC(=O)c1ccccc1N(Cc1ccccc1)S(=O)(=O)c1ccccc1 | 10 | 9 | -0.1
CN(C)P(=O)(Nc1ccc(Cl)cc1)Nc1ccc(Cl)cc1 | 11 | 5 | 0.2
Cn1c(SCc2nn[nH]n2)nc2c1c(=O)n(Cc1ccccc1Cl)c(=O)n2C | -5 | 15 | 0.1
CCCNC(=O)C(=O)N/N=C/c1cccs1 | -21 | -13 | 0.0

(more compounds)
SMILES	FBW7 act	TEAD-YAP inh	MITF primary	GPR151 ag
COc1ccc(NC(=O)c2ccc(C#CC(C)(C)O)cc2)cc1	0.1	-17	-2	1.6
CC(C)=CCN1CCc2nnc(CCc3ccccc3)n2CC1	-0.1	-3	-2	0.0
O=c1oc2ccc(Cl)cc2cc1-c1nnc(Nc2cccc(C(F)(F)F)c2)s1	0.8	5	13	-0.6
CCOc1ccccc1NC(=O)c1ccc(Br)o1	1.4	8	9	-1.3
COc1cc2nc(Cl)nc(Nc3ccc(NC(C)=O)cc3)c2cc1OC	0.5	8	16	-0.4
CCc1ccc(N(CC(=O)NC2CCCCC2)C(=O)CCC(=O)Nc2ccccn2)cc1	0.0	-1	15	-1.3
Cc1cc2cc3c(cc2n2c(=O)n(CCN4CCCC4)nc12)OCO3	0.1	-3	-4	0.2
CCN(CC)C(=O)Cn1ncc2c(C)n(Cc3ccc(C)cc3)c(C)c2c1=O	0.5	7	16	0.0
O=C(Cc1cccc2ccccc12)Nc1ccc(Br)cn1	0.1	-2	7	0.5
CN1C(=O)CC(CC(=O)N2CCN(C(=O)c3ccco3)CC2)(c2ccccc2F)C1=O (stereo not given)	0.0	8	6	-0.4

Taken from above:
Cn1cc(-c2nc(Nc3ccc(-n4cnc(N5CCC(O)CC5)n4)cc3)ncc2Br)cn1 in GPR151 ag is entered as 0.4
CCOC(=O)C1=C(C)N=c2s/c(=C\c3ccc(-c4ccccc4[N+](=O)[O-])o3)c(=O)n2C1c1ccc(Cl)cc1 (stereo not given) in GPR151 ag is entered as -1.7
O=C(Cc1ccccc1)Nc1ccnn1C1CCN(CC2CCCCC2)CC1 in FBW7 act is entered as 0.2
CC(C)n1cnc2c(NCc3cccnc3)nc(N3CCCC3CO)nc21 (stereo not given) in GPR151 ag is entered as -1.1

(listing goes on)
SMILES	FBW7 act	TEAD-YAP inh	MITF primary	GPR151 ag
O=C(CN1CCN(Cc2ccccc2F)C1=O)NCCCN1CCOCC1	0.1	-1	7	0.2
CC(C)c1ccc(CNc2c([N+](=O)[O-])c(=O)oc3ccccc23)cc1	-0.1	-13	33	0.0
COc1cccc(N2C(=O)CN(Cc3c(C)nc4sccn34)CC2C)c1 (stereo not given)	0.0	10	-6	-0.3
COc1cccc(-c2ccc(OCCCc3ccccn3)nc2)c1	-0.2	-40	6	5.8*
CC1=C(C(=O)N2CCCCCC2)C2(CCCCC2)OC1=O	0.1	-2	7	-2.1
COc1cccc(CN2CCN(Cc3cccc(OC)c3OC)CC2)c1	0.4	-2	74*	0.1
Cc1ccc(-n2c(-c3ccccc3)c[n+]3c2CCCCC3)cc1	0.0	59*	13	-0.7
O=C1NC(c2ccc3c(c2)OCO3)Nc2sc3c(c21)CCCC3 (stereo not given)	-0.2	-8	2	0.1
N#CCCS(=O)(=O)c1cc(Cl)ccc1Cl	-0.1	-1	-6	3.3
CC(C)CN1CCN(Cc2ccc3ccccc3n2)CC1CCO (stereo not given)	-0.1	-7	3	0.0
COc1ccc(Br)cc1-c1nc(CSc2nc(C)c(C)c(=O)[nH]2)c(C)o1	0.0	-13	-15	0.8
CCCOc1cc(N2CCN(C(=O)Nc3ccc(OCC)cc3)CC2)nc(C)n1	0.4	-2	12	-0.4
COC(=O)c1cnc(NCc2ccccn2)c2ccccc12	-0.1	-2	12	0.2
Cn1c(C(=O)O)c(CC(=O)NCC2COc3ccccc3O2)c2ccccc21 (stereo not given)	0.0	-6	17	1.7
CCn1cc(CN2CCN3C(=O)[C@H](CO)N(C)C(=O)[C@H]3C2)c(C)n1	0.9	-5	10	0.2
O=C1Cc2cc(S(=O)(=O)N3CCN(c4ccccc4)CC3)cc3c2N1CCC3	-0.1	-7	4	-0.7
Cc1nc2c(-c3ccc(F)cc3)c(C)nn2c(C)c1CC(=O)N1CCCCC1	0.0	-2	-28	-0.7
CC(=O)Nc1ccccc1NC(=O)COc1ccc(Br)cc1C	0.0	8	-9	-0.4
CCN(CCCNC(=O)c1ccc2c(=O)n(-c3ccccc3)c(=O)[nH]c2c1)c1ccccc1	0.1	-2	-2	-0.7
O=C(NCCc1ccc(F)cc1)Nc1cccc2ccccc12	-0.2	0	-15	-1.6

Shown in markdown: 2 of the compounds above.
| structure | FBW7 act | TEAD-YAP inh | MITF primary | GPR151 ag |
| --- | --- | --- | --- | --- |
| Cc1cc(C)c2[nH]c(=O)c(CN(CC3COCCO3)C(=O)Nc3ccccc3)cc2c1 (stereo not given) | -0.1 | -9 | -3 | 2.4 |
| Cc1ccc(C(=O)N/N=C\c2ccc(F)cc2)cn1 | -0.2 | 0 | 17 | 1.9 |

Further structures follow:
SMILES	FBW7 act	TEAD-YAP inh	MITF primary	GPR151 ag
O=C(CN(Cc1ccc(Cl)c(Cl)c1)S(=O)(=O)c1ccccc1)N1CCOCC1	-0.1	1	30	1.0
C=CCOc1cccc(C(=O)NC2CCCC2)c1	1.0	-36	10	-0.8
CCCCOC(=O)C1C2C=CC3(CN(CCc4ccccc4)C(=O)C13)O2 (stereo not given)	-0.1	17	5	-0.2
CCn1c(C2COc3ccccc3O2)nc2ccc(-c3ccncc3)cc21 (stereo not given)	-0.1	-15	24	-1.0
CCNC(=O)Nc1cccc2c(C)c(C)[nH]c12	-0.1	-1	4	-0.4
COc1ccccc1N1C(=O)CC(Sc2nc(-c3ccccc3)c3cc(Cl)ccc3n2)C1=O (stereo not given)	-0.1	2	-17	0.2
